Bioassay records as filed in PubChem BioAssay.
HTRA1 inh: HTRA1 serine protease inhibitors, primary screen, biochemical, fluorescence polarization, HTS. inhibition, % at 5.96 µM. recombinant HTRA1, FP-rhodamine activity-based probe. 340,000 compounds, 0.5% hits. AID 504803, 2011; in the data active = inhibition above about 36%;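 also: 0% = enzyme with DMSO and 100% = wells lacking enzyme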
Target sequence (Q92743 whole entry, looked up): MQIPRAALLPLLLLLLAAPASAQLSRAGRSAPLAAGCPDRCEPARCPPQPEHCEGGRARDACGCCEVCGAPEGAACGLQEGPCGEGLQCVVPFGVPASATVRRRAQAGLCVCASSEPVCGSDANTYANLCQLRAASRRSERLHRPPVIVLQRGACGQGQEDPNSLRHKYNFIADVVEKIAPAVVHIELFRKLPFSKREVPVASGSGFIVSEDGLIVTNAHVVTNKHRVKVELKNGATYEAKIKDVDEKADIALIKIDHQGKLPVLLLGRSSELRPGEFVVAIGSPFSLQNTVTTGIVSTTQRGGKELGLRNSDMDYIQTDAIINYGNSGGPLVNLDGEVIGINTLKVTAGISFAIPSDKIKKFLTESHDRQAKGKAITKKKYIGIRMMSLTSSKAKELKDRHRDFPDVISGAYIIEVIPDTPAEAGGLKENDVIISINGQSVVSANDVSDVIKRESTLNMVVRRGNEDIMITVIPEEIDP
mABHD4 FP: ABHD4 inhibitors, primary screen, biochemical, fluorescence polarization, mouse. (Lyso)-N-acylphosphatidylethanolamine lipase (Mus musculus), Q8VD66. purified mABHD4, FP-Rh probe fluorescence polarization. inhibition, % at 8.92 µM. 370,000 compounds, 0.54% hits. AID 720543, 2013;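 active = inhibition exceeding the mean over every tested compound plus 3 SD, cut at about 30% in these data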;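 also: 0% = plate median of compound wells and 100% = S159A mutant with DMSO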
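System: mouse ABHD4 enzyme, wild type / Medium: HEPES pH 7.0, NaCl, Pluronic buffer / Reagent: FP-Rh activity-based fluorescent probe / Control set: S159A mutant high control, sample median low control / Detection: fluorescence polarization with parallel and perpendicular emission, 525/598 nm / Schedule: 45 min + 60 min at 25 °C / Compound dosing: 8.92 µM, single dose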
LEDGF integ inh: blockers of LEDGF/p75-dependent integrase strand transfer – biochemical, TR-FRET, high throughput, primary screen | HIV-1 integrase (with human LEDGF/p75) | TR-FRET IN-LEDGF/p75 DNA integration, Eu/Cy5 | inhibition, % at 3.7 µM | 370,000 compounds, 0.64% hits | AID 743269, 2014;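 active = inhibition above the screen-wide mean plus 3 SD, cut at about 13% in these data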;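 also: signal is the Cy5 over europium emission ratio at 671 and 618 nm; 0% = plate median of compound wells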
PG9 binder: binders of HIV-1 gp120 antibody PG9, primary screen, biochemical, TR-FRET; HIV-1 gp120 / PG9 antibody interaction; TR-FRET gp120-PG9 antibody binding; inhibition, % at 6.7 µM; 360,000 compounds, 0.43% hits; AID 624416, 2012; in the data active = inhibition above about 8.5%
TDP2 inh: human TDP2 enzyme inhibitors, primary screen, biochemical, epi absorbance, recombinant enzyme; Tyrosyl-DNA phosphodiesterase 2 (Homo sapiens), O95551; T5PNP hydrolysis, p-nitrophenol absorbance 415 nm; inhibition, % at 12.8 µM; 370,000 compounds, 0.34% hits; AID 720702, 2013;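 active = inhibition above the mean of all tested compounds plus 3 SD, set per campaign, cut at about 25% in these data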;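 also: 0% = DMSO with enzyme and 100% = buffer with substrate but no TDP2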
Target sequence (O95551 whole entry, looked up): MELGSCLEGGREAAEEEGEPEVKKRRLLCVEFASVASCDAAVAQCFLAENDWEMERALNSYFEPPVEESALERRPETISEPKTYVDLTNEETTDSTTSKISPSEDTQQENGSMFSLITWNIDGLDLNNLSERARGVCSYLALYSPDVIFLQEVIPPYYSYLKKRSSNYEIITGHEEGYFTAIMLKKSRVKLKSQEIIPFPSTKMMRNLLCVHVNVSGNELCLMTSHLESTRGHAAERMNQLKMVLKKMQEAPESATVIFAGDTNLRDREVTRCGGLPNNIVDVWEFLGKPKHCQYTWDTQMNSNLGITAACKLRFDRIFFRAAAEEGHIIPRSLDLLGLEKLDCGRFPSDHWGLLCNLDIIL
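Test system: Human TDP2 enzyme | Reagent: 5 mM T5PNP | Compound dosing: 12.8 µM single point, 1% DMSO | Incubation: Enzyme reaction with compound for 2 h at 37 °C | Technique: p-Nitrophenol epi absorbance | Read-out: % inhibition relative to enzyme-containing and enzyme-free wells | Benchmarks: High control without enzyme, low control DMSO plus TDP2 | Replicates: Singlicate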
SIAE primary: human SIAE inhibitors, primary screen, biochemical, fluorescence polarization, FP-Rh probe, 1536-well HTS; 370,000 compounds, 0.69% hits; SIAE FP-Rh probe binding; inhibition, % at 9.66 µM; Sialate O-acetylesterase (Homo sapiens), Q9HAT2;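 active = inhibition above a cutoff: mean of compounds within the control limits plus 3 SD of those, cut at about 17% in these data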;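 also: 0% = plate median of compound wells and 100% = probe without SIAE protein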
TCR CD3 inh: inhibitors of human TCR-CD3 interaction, primary screen, biochemical, fluorescence, TAMRA-labeled TCR probe; T-cell receptor (TCR); inhibition, % at 9.4 µM; 360,000 compounds, 0.37% hits; AID 651800, 2012; in the data active = inhibition above about 19%;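 also: recombinant mutant TCR 2C K166C tagged with TAMRA read by polarization; 0% = receptor in buffer alone and 100% = receptor with positive control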
rCAG binder: binders of r(CAG) RNA repeats, primary screen, biochemical, fluorescence | r(CAG) RNA repeat, TO-PRO-1 dye displacement fluorescence | inhibition, % at 3 µM | 370,000 compounds, 1.3% hits | AID 651821, 2012;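 active = inhibition above the plate cutoff, the mean of all test compounds on that plate plus 3 SD, cut at about 35% in these data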;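 also: 0% = DMSO alone and 100% = 100 µM mitoxantrone as full dye displacement; higher means more dye released from RNA so lower well fluorescence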
PRMT1 inh: PRMT1 methyltransferase inhibitors, primary screen, biochemical, fluorescence polarization; Protein arginine N-methyltransferase 1 (Homo sapiens), Q99873; recombinant PRMT1, activity-based probe fluorescence polarization; inhibition, % at 2.79 µM; 370,000 compounds, 1.3% hits; AID 652257, 2013;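 active = inhibition above about 21% made by adding two undisclosed values, limit read from the data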
NR1D1 modulator: modulators of Rev-erb alpha DNA binding, primary screen, biochemical, FITC-DNA, fluorescence polarization, uHTS; Nuclear receptor subfamily 1 group D member 1 (Homo sapiens), P20393; Rev-erbα–FITC-DNA binding, 90 min; activity, % at 10 µM; 370,000 compounds, 0.79% hits; AID 1259318, 2017;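 active = activity above about 14%, limit read from the data; passing the limit was not always enough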;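 also: 0% = DMSO wells with 35 nM protein and 100% = DMSO wells with 750 nM protein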
Numbers without * were called inactive; & = joins results of further samples. These rows are one share of the data; rates above refer to the full screens.

Compound,HTRA1 inh,mABHD4 FP,LEDGF integ inh,PG9 binder,TDP2 inh,SIAE primary,TCR CD3 inh,rCAG binder,PRMT1 inh,NR1D1 modulator
CCOc1ccc(N(C(=O)c2snc(C(N)=O)c2N)C(C(=O)NCC2CCCO2)c2ccc(C)o2)cc1 (configuration not stated),-5,1,3,-0.5,-4,0,-4,0,-3,9
Cc1cccc(CCN2C(N(C)C)=NC[C@@H]2Cc2ccccc2)c1,0,-4,0,-0.3,0,-1,-7,2,2,-3
COc1ccc(NC(=O)C[C@H]2C(=O)N(Cc3ccccc3)C[C@@H]2Cc2ccccc2)cc1,-26,0,-1,-1.0,-11,-3,2,1,0,-1
CCOc1ccc2nc(NC(=O)c3ccco3)sc2c1,-6,-11,5,-2.2,-22,-18,0,9,2,0
CCn1c(SCC(=O)Nc2ccc3c(c2)OCO3)nnc1-c1ccccc1O,1,3,7,1.9,2,-1,-6,2,0,1
CCn1c(Cc2ccc(OC)cc2)nnc1SCC(=O)Nc1cccc(C(=O)OC)c1,-7,-10,0,1.3,-12,1,2,-4,-2,1
O=C(Cc1ccccc1Cl)N1CCN(c2ccccn2)CC1,2,2,-3,-0.4,-9,4,-8,-6,6,-3
Cc1oc(-c2ccccc2Cl)nc1CS(=O)CC(=O)NC1CC1 (configuration not stated),3,2,-6,-1.6,1,3,2,4,11,0
COC[C@H](NS(=O)(=O)c1ccc(Br)cc1F)[C@@H](O)c1ccccc1,7,1,2,-0.7,-14,-1,-6,4,-1,7
CCCNc1nc2c(c(=O)[nH]c(=O)n2C)n1CCCc1ccccc1,-6,3,-2,0.7,13,1,-4,-2,-2,6
O=[N+]([O-])c1cc(S(=O)(=O)Nc2cccc(Cl)c2)ccc1N/N=C/c1ccc(N2CCOCC2)cc1,4,6,-1,-0.3,1,6,-4,0,2,2
COC(=O)c1ccc(COC(=O)C2CCN(S(=O)(=O)c3c(Cl)cccc3Cl)CC2)o1,-4,-7,2,0.6,-5,-7,3,-1,-2,2

Some values from the list.
`COC[C@H](NS(=O)(=O)c1ccc(Br)cc1F)[C@@H](O)c1ccccc1` in TDP2 inh shows -14
`CCOc1ccc2nc(NC(=O)c3ccco3)sc2c1` in PG9 binder shows -2.2

Returning to the listing, starting 2 compounds before the break.
Compound,HTRA1 inh,mABHD4 FP,LEDGF integ inh,PG9 binder,TDP2 inh,SIAE primary,TCR CD3 inh,rCAG binder,PRMT1 inh,NR1D1 modulator
O=[N+]([O-])c1cc(S(=O)(=O)Nc2cccc(Cl)c2)ccc1N/N=C/c1ccc(N2CCOCC2)cc1,4,6,-1,-0.3,1,6,-4,0,2,2
COC(=O)c1ccc(COC(=O)C2CCN(S(=O)(=O)c3c(Cl)cccc3Cl)CC2)o1,-4,-7,2,0.6,-5,-7,3,-1,-2,2
CN(C(=O)c1ccccc1Cl)c1ccccc1,8,-2,-2,-3.1,2,6,6,2,0,-4
Cc1ccc(Cn2ccsc2=NC(=O)CCl)cc1,4,6,0,-0.3,-5,-4,11,-3,2,-1
CC(C)(C)OC(=O)C[C@H]1C/C=C\C[C@@H](CC(=O)N(CCO)Cc2ccccc2)C(=O)N[C@@H](c2ccccc2)COC1=O,-2,3,-4,-1.6,4,2,1,-4,-3,5
O=C(Cc1cc(=O)[nH][nH]1)N/N=C/C(Cl)=C/c1ccccc1,6&11,18&16,2&4,-3.5&-0.8,-11&0,8&0,3&-1,29&18,-2&1,-5&-3
COc1ccc(/C=C/C(=O)NCc2cn(C)nc2C)cc1COc1ccc(Br)cc1,-32,-29,-2,-1.9,-2,-9,5,6,1,-2
N=c1oc2ccc3ccccc3c2cc1-c1nnc2n1CCCCC2,-3,-3,4,2.0,-11,7,4,0,-2,6
COC(=O)C1Cc2c([nH]c3ccccc23)C2(CCN(Cc3ccccc3)CC2)N1 (configuration not stated),4,8,-2,0.6,4,5,3,3,1,6
CCOC(=O)COc1c(Cl)cc(/C=C2\N=C(C)OC2=O)cc1OC,0,-1,0,-0.2,5,2,2,2,-2,0
COc1ccc(C(C#N)C2(C)OCCO2)cc1OC (configuration not stated),2,5,-5,-0.5,7,3,0,-1,0,-1
CN(CC(=O)Nc1ccccc1Cl)C(=O)Cn1cnc2ccc(Cl)cc2c1=O,16,5,1,-0.8,-11,-1,3,5,0,-6
CCn1c(=O)c2c3c(sc2n2cnnc12)CCC3,8,1,0,-0.1,-5,8,5,3,-2,-2
CC(=O)c1ccc(S(=O)(=O)N2CCC(NC(=O)c3ccccc3)CC2)cc1,-5,-4,-7,-0.2,-13,-5,-8,5,2,-6
Cc1sc2ncnc(N3CCC(C(=O)Nc4nc(-c5cccs5)cs4)CC3)c2c1C,-9,-2,1,0.2,-6,-4,3,13,5,6
COc1cccc(S(=O)(=O)N(C)C[C@H]2OCc3cnnn3CCCC(=O)N([C@H](C)CO)C[C@H]2C)c1,-1,4,-1,-0.5,1,-2,10,1,0,0
CCCn1c(C)cc(/C=C(\C#N)C(=O)O)c1C,6,-2,3,-2.6,-22,-5,3,1,-4,0
CC1(C2CCC3(C)OC3C2)CO1 (configuration not stated),4,3,-3,-0.7,-1,-5,-5,0,4,3
COc1ccc(-c2noc3c2-c2nc(-c4ccc(Br)cc4)sc2CC3)cc1,-1,5,1,-1.0,-1,0,7,7,-2,2
COc1cc(/C=C/C(=O)OCC(=O)N2CCC(Cc3ccccc3)CC2)ccc1O,1,4,1,-3.3,1,3,-2,0,-2,0
Cc1cc(OCc2cc(C(=O)NC(C)c3c(C)nn(C)c3C)no2)cc(C)c1Cl (configuration not stated),-20,-14,1,-0.5,4,-5,-2,-2,0,4
CNC(=O)CSc1nc2ccccc2c(=O)n1CCc1ccccc1,4,-10,0,0.6,-18,4,0,1,1,2
O=C(C1CCN(c2nnc(-n3cccc3)s2)CC1)N1CCOCC1,4,-4,3,-1.7,-7,2,-1,4,-8,3
COc1ccc(OC)c(N=CC2=C(O)CC(C)(C)CC2=O)c1,-6,-2,0,-1.9,2,4,4,-7,-1,-7
Cc1sc2ncnc(OCC(=O)NCC3CCCO3)c2c1C (configuration not stated),4,4,-1,-2.1,-7,3,1,-1,-1,2
CC(C)(CC(=O)O)CC(=O)N1CCCN(c2nccc(C(F)(F)F)n2)CC1,0,-2,3,0.0,6,-4,1,-3,-1,-6
Cc1ccc(Nc2cc(C)c(O)c(C)c2)cc1,11,4,6,-2.2,-11,6,2,3,3,-4
CSc1sc(C(=O)NNC(=O)c2ccc(Cl)cc2)c2c1C=CCC2,-11,-9,2,-1.7,0,-11,-4,12,0,5
CC(C)c1nc(SCC(=O)Nc2cccc3ccccc23)n[nH]1,0,1,2,-0.8,-3,-3,1,5,0,-5
Cc1cc(Cl)ccc1C(=O)C1CCCN(C(=O)c2ccc3c(c2)OCO3)C1 (configuration not stated),-5,-1,2,-0.1,1,-3,12,0,2,-1
Cc1c(NC(=O)C(C)OC(=O)Cc2ccc(F)cc2)c(=O)n(-c2ccccc2)n1C (configuration not stated),3,-6,6,0.3,-17,-3,-3,2,-6,4
C=CCSc1nc(N)c2c(C)c(C)sc2n1,-5,-6,-3,-3.0,4,1,6,2,2,0
CN(C(=O)c1cccc(NC(=O)Cc2ccc(NC(=O)C3CCN(C(=O)C4CCCCC4)CC3)cc2)c1)C1CC1,4,-4,1,-2.2,-6,-3,0,4,-1,-3
O=C(NC1CC2CCC(C1)N2Cc1ccccc1)c1cccc(F)c1 (configuration not stated),0,-6,-1,-1.5,1,12,-6,-2,-2,4
CCn1c(=O)cc(N2CCN(Cc3ccccc3)CC2)[nH]c1=O,-2,-11,-1,0.7,-2,3,-15,-1,4,2
CC1CCCC(C)N1C(=O)c1ccc(S(=O)(=O)NCc2ccco2)cc1 (configuration not stated),-2,5,-1,0.3,7,-6,1,-3,2,-4
COc1ccc(NC(=O)CSc2nnnn2-c2cccc(OC)c2)cc1,4,2,1,1.4,2,-4,-4,1,4,0
Cc1cc(C(=O)c2cnc(/N=C/N(C)C)s2)c(F)cc1Cl,-3,0,4,2.6,-10,4,3,-6,-1,1
Cc1[nH]c(=O)c(C#N)c(C)c1CCC(=O)Nc1cc(S(C)(=O)=O)ccc1Cl,2,-4,5,-0.9,-2,2,2,1,-4,5
CCOc1ccc(C(=O)N2CCN(c3ccccn3)CC2)cc1OCC,-2,2,-2,0.0,7,-1,2,-9,-7,-4
CCOC(=O)C1CCCN(C(=S)NC2CCCCC2)C1 (configuration not stated),-4,2,-7,0.1,15,-1,0,-7,-1,3
